HP1b binding inh: HP1-beta chromodomain-methylated histone interaction inhibition | P83916 | AlphaScreen HP1-beta / biotin-H3K9me3 peptide binding | Potency, µM (doses to about 114 µM), inactives show at the top dose activity change, negative = inhibition, actives largely listed as inhibitors | 390,000 compounds, 0.56% hits | AID 540317; further: potency means the concentration at half of the fitted maximal effect; nearly all actives have a fitted effect of over 70% in size; inactives centre near 23
Target sequence (P83916 whole entry, looked up): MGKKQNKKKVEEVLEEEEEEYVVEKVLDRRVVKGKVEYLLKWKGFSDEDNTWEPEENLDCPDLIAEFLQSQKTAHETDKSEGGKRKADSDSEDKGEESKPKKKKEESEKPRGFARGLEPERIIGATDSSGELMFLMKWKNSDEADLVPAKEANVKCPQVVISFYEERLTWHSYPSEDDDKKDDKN
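HP1-beta protein (50 nM final) preincubated 30 min at room temperature with biotinylated H3(1-18)K9me3 peptide (50 nM) in PBS pH 7.4, 0.01% Tween-20, then compound added for 30 min. AlphaScreen streptavidin donor/nickel chelate acceptor beads (10 ug/mL final), 30 min dark, luminescence read.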
PI4K2A block: inhibitors of human PI4K2A | Q9BTU6 | purified PI4K2A, ADP-Glo luminescence, 1 h; active compounds read low | activity change, negative = inhibition, % at 76.9 µM | 420,000 compounds, 0.13% hits | AID 1346378; in the data active means activity change below about -50%; inconclusive means mostly about -30% to -49%;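 further: -100% = wells without enzyme as full effect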
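PI4K2A activity was measured by ADP-Glo luminescence: enzyme (4 ug/mL stock) and phosphatidylinositol (1.2 mM stock) in Tris pH 7.5/MgCl2/EGTA/Triton X-100 buffer were reacted with ATP (300 microM stock) for one hour at ambient temperature.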
IDH1 R132H inh: blocks human mutant IDH1 R132H enzyme | Potency, µM (titrated, usually from 76.6 µM), without a hit: at the highest dose activity change, negative = inhibition, actives largely listed as inhibitors | 390,000 compounds, 0.093% hits | O75874 | IDH1-R132H enzyme, NADPH consumption, diaphorase/resazurin fluorescence; further: potency means the concentration at half of the fitted maximal effect; on the % scale 0 is the no-effect control and ±100 the full control effect; nearly all actives have a fitted effect of over 65% in size
Target sequence (O75874 whole entry R132H, stated change not applied): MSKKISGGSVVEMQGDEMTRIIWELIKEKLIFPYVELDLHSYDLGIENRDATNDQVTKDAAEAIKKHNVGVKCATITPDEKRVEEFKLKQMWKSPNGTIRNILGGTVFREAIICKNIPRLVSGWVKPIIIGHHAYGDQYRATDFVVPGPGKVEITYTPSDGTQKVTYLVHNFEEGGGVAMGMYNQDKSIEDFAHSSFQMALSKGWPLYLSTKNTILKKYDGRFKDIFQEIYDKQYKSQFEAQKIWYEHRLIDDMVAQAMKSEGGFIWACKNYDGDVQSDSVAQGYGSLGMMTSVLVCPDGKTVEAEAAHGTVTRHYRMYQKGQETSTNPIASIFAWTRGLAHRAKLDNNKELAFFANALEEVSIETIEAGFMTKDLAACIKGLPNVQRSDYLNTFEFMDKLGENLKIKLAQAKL
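IDH1-R132H (0.5 ug/mL dispensed) in pH 7.5 Tris buffer was preincubated 30 min with compound, then given a substrate mix of 0.016 mM NADPH and 2 mM alpha-KG for 80 min at room temperature; remaining NADPH was read by diaphorase/resazurin fluorescence.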
USP1-UAF1 inh: inhibitors of human USP1/UAF1 deubiquitinase; recombinant USP1/UAF1, Ub-Rhodamine cleavage fluorescence; Potency, µM (top dose mostly 57.1 µM), for inactives: at the top dose activity change, negative = inhibition, most hits filed as inhibitors; 390,000 compounds, 0.23% hits; further: potency means the concentration at half of the fitted maximal effect; on the % scale 0 is the no-effect control and ±100 the full control effect; nearly all actives have a fitted effect of over 60% in size; inactives centre near -12
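1 nM enzyme complex + cpd, 15 min RT; start with Ub-Rho 150nM final; kinetic fluorescence ex 480/em 540, 6 reads q60 s. Buffer 50mM HEPES pH 7.8, 0.5mM EDTA, 0.1 mg/ml BSA, 1mM TCEP, 0.01% Tween-20.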
Tb PGK inh: inhibitors of T. brucei phosphoglycerate kinase. P07378. PGK/GAPDH coupled, Kinase-Glo luminescence, 60 min. Potency, µM (doses to about 57.5 µM), inactives show top-dose activity change, negative = inhibition, actives largely listed as inhibitors. 380,000 compounds, 0.043% hits. AID 602233; further: potency means the concentration at half of the fitted maximal effect; on the % scale 0 is the no-effect control and ±100 the full control effect; nearly all actives have a fitted effect of over 60% in size
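Recombinant glycosomal PGK reaction used 1,3-bisphosphoglycerate generated in-well by GAPDH (100nM final) in 100mM TEA pH 7.6, 5mM MgCl2, 0.01% Tween-20. After 60 minutes at room temperature, ATP was read by Kinase-Glo Plus luminescence end-point.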
rTrxR1 inhibitor: inhibitors of rat thioredoxin reductase 1; recombinant rTrxR1, NADPH fluorescence consumption, selenite substrate; O89049; 390,000 compounds, 1% hits; AID 588453; Potency, µM (series often up to 114 µM), without a hit: top-dose activity change, negative = inhibition, most hits filed as inhibitors; further: potency means the concentration at half of the fitted maximal effect; on the % scale 0 is the no-effect control and ±100 the full control effect; nearly all actives have a fitted effect of over 65% in size
Target sequence (O89049 whole entry, looked up): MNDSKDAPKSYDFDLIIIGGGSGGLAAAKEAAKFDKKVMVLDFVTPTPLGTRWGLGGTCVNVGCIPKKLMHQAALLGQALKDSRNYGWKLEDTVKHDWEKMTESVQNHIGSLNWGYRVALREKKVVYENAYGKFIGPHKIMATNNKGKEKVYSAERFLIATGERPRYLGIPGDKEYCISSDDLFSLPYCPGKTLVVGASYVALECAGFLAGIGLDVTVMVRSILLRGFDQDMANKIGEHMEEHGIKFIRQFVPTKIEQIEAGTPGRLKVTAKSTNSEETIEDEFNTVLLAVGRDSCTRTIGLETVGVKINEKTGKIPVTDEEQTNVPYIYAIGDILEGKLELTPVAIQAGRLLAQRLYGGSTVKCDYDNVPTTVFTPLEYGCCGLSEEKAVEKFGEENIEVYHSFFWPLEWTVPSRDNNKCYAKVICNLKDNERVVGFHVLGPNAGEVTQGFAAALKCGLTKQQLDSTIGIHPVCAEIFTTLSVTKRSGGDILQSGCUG
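Rat TrxR1 (90 nM in the dispensed reagent) was pre-reduced with 400 uM NADPH for 5 min at room temperature, then incubated with compound for 15 min. After 400 uM selenite was added, NADPH fluorescence (Ex 340/Em 450 nm) was followed for 8 min.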
GLS inhibitor: inhibitors of human glutaminase (GLS); Potency, µM (highest dose often 45.5 µM), inactives show at the highest dose activity change, negative = inhibition, usual class: inhibitors; 410,000 compounds, 0.21% hits; GLS enzymatic activity, qHTS titration; O94925; further: potency means the concentration at half of the fitted maximal effect; on the % scale 0 is the no-effect control and ±100 the full control effect
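Human kidney-isoform GLS in 45 mM KH2PO4 pH 8.2, 0.02% Tween-20, with compound, started with 1mM L-Glutamine (added stock). Glutamate oxidase/HRP/Amplex red coupled fluorescence read at start and after 30 min at RT.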
Pin1 inh: human Pin1 inhibition; Potency, µM (top dose mostly 115 µM), inactives show at the highest dose activity, negative = inhibition, actives largely listed as inhibitors; 390,000 compounds, 0.009% hits; Pin1 FP peptide displacement, HiFluor488, 10 min; active means well fitted inhibition curve with a large enough effect in the polarisation, with a control signal flat, not every such curve was filed as active; inconclusive means small, poorly fitted or top-dose-only effect, or effect the other way, or a change in a side signal; inactive means no such curve, though single readings can be large or run the other way; the % refers to the polarisation; further: potency means the concentration at half of the fitted maximal effect; on the % scale 0 is the no-effect control and ±100 the full control effect
TrxR1 substrate: substrates of rat thioredoxin reductase 1; O89049; purified TrxR1 substrate turnover, NADPH consumption readout; Potency, µM (series often up to 114 µM), for the others: at the highest dose activity change, negative = substrate turnover; 390,000 compounds, 0.01% hits; further: potency means the concentration at half of the fitted maximal effect; on the % scale 0 is the no-effect control and ±100 the full control effect; nearly all actives have a fitted effect of over 50% in size
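Rat TrxR1, dispensed at 90 nM, was prereduced with 400 uM NADPH (final) for 5 min at ~22 deg C, then incubated with compound 15 min before 400 uM selenite. A first-read NADPH fluorescence drop versus no-compound background flagged substrates.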
* hit, by the source's call; i = inactive; ? = inconclusive; / = not tested or not shown; [ ] = remark or other dose. Unless noted, the call rests on the fitted dose curve; in most records, active means well fitted curve in the direction sought with a large enough effect; inconclusive means small, poorly fitted or top-dose-only effect, or another doubt; inactive means no such curve, though single readings can be large; an effect the other way counts as inactive or inconclusive.

SMILES	HP1b binding inh	PI4K2A block	IDH1 R132H inh	USP1-UAF1 inh	Tb PGK inh	rTrxR1 inhibitor	GLS inhibitor	Pin1 inh	TrxR1 substrate
Cn1c(=O)cc(-c2ccccc2)c2ccccc21	21.0%	0.2	19.6%	2.8%	1.4%	0.6%	-5.2%	1.4%	1.7%
C=CC(=O)N1C/C(=C/c2ccc(F)cc2)C(=O)/C(=C\c2ccc(F)cc2)C1	?	-12.5	-9.8%	-6.3%	10µM*	25.1µM*	10µM*	?	-8.4%
Cc1ccc(-n2cc(CNCCCN3CCCC3=O)c(-c3ccc(F)cc3)n2)cc1	27.4%	1.7	-9.1%	-19.9%	5.4%	?	-3.5%	3.0%	3.0%
O=C(CN1CCCC1c1cccs1)N1CCN(S(=O)(=O)c2cccc(F)c2)CC1 (centres undefined)	21.3%	1.8	-7.9%	-4.1%	-6.9%	24.0%	13.6%	-2.2%	0.1%
COc1cc(C(=O)OCC(=O)Nc2nnc(-c3ccccc3)o2)cc(OC)c1OC	28.6%	-4.8	-4.4%	2.4%	8.3%	0.5%	17.7%	2.2%	-1.3%
CS(=O)(=O)Nc1nc2n(n1)C(c1ccccc1)C=C(c1ccc(Br)cc1)N2 (centres undefined)	86.4%[activator]	-1.6	-12.9%	?	3.0%	?	-10.4%	?	210.0%[activator]
NC(=O)c1ccccc1N/C=C/C(=O)c1ccc(F)cc1	50.8%[activator]	-2.8	11.3%	-14.8%	-18.4%	-5.8%[57.1 µM]	3.7%	32.9%[activator]	15.3%[57.1 µM]
COc1ccc([C@@H]2C[C@@H](c3ccccc3)Oc3cc(OC)cc(OC)c32)cc1	30.1%	0.2	0.2%	?	-11.2%	19.7%	2.5%	-7.7%	9.4%
CN1C(=O)C(C)(C)c2cc(S(=O)(=O)N3CCCC(C(=O)NCc4ccc(Cl)cc4)C3)ccc21 (centres undefined)	28.8%	1.0	2.2%	-29.8%	i	17.7%	-2.2%	-4.5%	7.0%
CCOC(=O)[C@H]1[C@H]2COc3ccc(Br)cc3[C@@H]2N2C(=O)CN(Cc3ccc(OC)cc3)C(=O)[C@@]12C	16.1%	-2.4	-11.5%	-22.5%	5.1%	22.3%	5.0%	29.1%	-2.9%
O=S(=O)(/C=C/c1ccccc1)N1CCN(c2nc(-c3cccnc3)nc3ccccc23)CC1	13.6%	1.0	-8.9%	-28.5%	-0.8%	-6.8%[57.1 µM]	-2.6%	?	-8.2%[57.1 µM]
CCCCOC(=O)c1cccc(NC(=O)CCC(=O)O)c1	39.4%[activator]	3.4	9.7%	-13.2%	2.6%	-9.4%	1.0%	-1.2%	-4.4%
CCCN1C(=O)c2ccc(C(=O)NC3CCCCC3)cc2C1=O	46.6%[activator]	1.7	8.5%	-10.1%	-6.9%	27.9%[57.1 µM]	6.8%	-7.5%	0.5%[57.1 µM]
O=C(COC(=O)c1c2c(nc3ccccc13)CCN(Cc1ccccc1)C2)Nc1c(F)cccc1F	6.0%	0.4	4.0%	-19.4%	2.7%	13.5%	8.5%	45.4%[activator]	2.5%
CC(C)OCCCNC(=O)c1ccccc1Oc1ccccc1	33.1%	-6.2	5.9%	-6.2%	1.9%	2.6%	-0.8%	-8.6%	7.0%[57.1 µM]
COc1ccccc1S(=O)(=O)Cc1ccc(C(=O)NCc2cccs2)o1	10.4%	-1.1	-2.2%	-0.9%	-3.0%	-9.1%	1.3%	-5.1%	5.9%
O=C(c1oc(=O)c2ccccc2c1-c1ccccc1)N1CCC(O)CC1	47.5%[activator]	-1.2	-2.3%	-0.1%	4.3%	-13.6%[57.1 µM]	16.1%	-3.2%	-10.0%[57.1 µM]
Cn1cc(C(=O)C(=O)NCCc2ccccc2)c2ccccc21	45.4%[activator]	3.4	-10.6%	-22.3%	4.0%	23.0%	-5.6%	4.8%	-2.0%
COc1ccc(CCNC(=O)Cn2c(=O)[nH]c3ccsc3c2=O)cc1OC	24.3%	-3.3	-9.4%	2.3%	0.1%	26.3%	-0.8%	-3.2%	2.3%
CCc1ccc(Nc2nnc(SCC(=O)c3c(N)n(C4CC4)c(=O)[nH]c3=O)s2)cc1	60.4%[activator]	-2.0	-0.1%	-22.4%	-4.9%	15.4%	-6.0%	29.1%	4.5%
Cc1ccc(-n2nc3c(N4CCC(C(=O)N5CCN(C)CC5)CC4)nnc(C)c3c2C)cc1	24.3%	5.4	1.6%	-23.2%	-5.6%	-9.9%	-17.2%	?	-4.1%
O=c1[nH]ncc(N/N=C\c2ccc(O)cc2O)c1Cl	32.5%	-15.4	2.2%	-16.8%	-7.2%	1.7%	11.8%	-6.8%	-12.9%
Cc1ccc2c(=O)c(C(=O)NCc3cccs3)c[nH]c2c1	9.1%	6.0	-2.2%	-14.8%	/	0.9%	-12.1%	-0.6%	2.8%
COc1cc(/C=C2\SC(=S)N(CC(=O)O)C2=O)ccc1OS(=O)(=O)c1ccc(C)cc1	?	-5.4	-14.8%	-16.1%	-6.8%	?	21.5%	-7.4%	-16.1%
Cc1cc(Br)c(NC(=O)CN2CCCC2)c(Br)c1	-18.0%	3.2	-2.4%	-3.1%	-8.8%	6.5%	-0.1%	-1.0%	0.4%

(more compounds)
SMILES	HP1b binding inh	PI4K2A block	IDH1 R132H inh	USP1-UAF1 inh	Tb PGK inh	rTrxR1 inhibitor	GLS inhibitor	Pin1 inh	TrxR1 substrate
COc1ccc(OC)c(CNC(=O)NCc2noc3ccc(C)cc23)c1	59.3%[activator]	-2.6	0.6%	-10.2%	-8.4%	15.9%	-0.6%	9.7%	2.3%
O=C(NC1CCCN(Cc2ccc(Cl)cc2)C1)c1cnc2ccccn2c1=O (centres undefined)	32.0%	-0.6	7.0%	-19.9%	i	?	0.7%	-1.5%	138.0%[activator]
CN(C)S(=O)(=O)c1ccc(C(=O)NCCC(=O)N2CCCC2)cc1	-1.9%	5.3	3.2%	-6.7%	-1.4%	11.1%[57.1 µM]	0.0%	?	7.1%[57.1 µM]
CC12CCC(=O)N1C(C(=O)O)Cc1c2[nH]c2ccccc12 (centres undefined)	28.9%	0.4	3.9%	3.4%	-8.7%	-17.3%	8.3%	-7.9%	-9.2%
CCc1ccc(C2c3c(-c4ccccc4)n[nH]c3C(=O)N2c2ccc(C(=O)O)cc2)cc1 (centres undefined)	23.6%	-2.7	35.5µM*	-29.0%	-13.4%	7.2%	15.8µM*	-10.1%	2.8%
Cc1ccc(S(=O)(=O)N(CC(=O)NCc2ccco2)C2CCCCC2)cc1	8.7%	-4.1	-1.8%	4.7%	/	-27.9%	0.2%	1.2%	19.9%
O=C(OCC(=O)N1CCN(C(=O)c2ccco2)CC1)c1c(Cl)cccc1Cl	13.6%	4.2	-0.5%	-2.6%	i	8.6%	7.0%	-4.5%	0.5%
Cc1ccc(NS(=O)(=O)c2coc(C(N)=O)c2)cc1F	22.3%	-1.4	-10.7%	-16.3%	2.7%	8.8%[57.1 µM]	9.6%	-0.1%	8.9%[57.1 µM]
O=C(Nc1cc(F)c(Br)cc1F)c1ccc(Cl)cc1	53.5%[activator]	3.1	11.8%	-16.2%	1.8%	7.5%	-14.2%	0.7%	1.0%
COc1cc(C)c(C(C)C)cc1S(=O)(=O)N1CCN(C)CC1	27.5%	5.8	0.4%	-16.7%	i	6.0%	-2.4%	-13.5%	5.4%
Cc1cc(C)cc(N(CC(=O)Nc2c(C)cc(C)cc2C)S(=O)(=O)c2c(C)nn(C)c2C)c1	-0.9%	-0.6	10.6%	-4.5%	-8.2%	4.9%[57.1 µM]	1.1%	1.0%	1.1%[57.1 µM]
O=C(OCC(=O)N1CCCC1)c1cc(F)c(F)cc1Cl	21.4%	1.2	0.0%	-14.3%	-5.9%	12.6%	4.4%	-15.7%	2.3%
O=C(Cn1c(-c2ccco2)nc2ccccc21)N1CCCCC1	34.0%	3.6	9.6%	-4.3%	i	-17.2%[57.1 µM]	3.4%	-1.7%	19.7%[57.1 µM]
COc1ccc(S(=O)(=O)NCCCN2CCCC2=O)c(OC)c1	30.7%	-1.3	0.0%	-20.3%	i	9.3%	-2.6%	0.5%	1.1%
O=C(Nc1ccc2oc(-c3ccc(Br)cc3)nc2c1)c1cc2ccccc2o1	33.0%	0.4	0.0%	-13.5%	-9.4%	10.0%	-5.5%	3.1%	9.3%

Single records, as listed above. Order of screens: HP1b binding inh | PI4K2A block | IDH1 R132H inh | USP1-UAF1 inh | Tb PGK inh | rTrxR1 inhibitor | GLS inhibitor | Pin1 inh | TrxR1 substrate
O=C(OCC(=O)N1CCCC1)c1cc(F)c(F)cc1Cl in the list: 21.4% | 1.2 | 0.0% | -14.3% | -5.9% | 12.6% | 4.4% | -15.7% | 2.3%
O=C(Cn1c(-c2ccco2)nc2ccccc21)N1CCCCC1 in the list: 34.0% | 3.6 | 9.6% | -4.3% | i | -17.2%[57.1 µM] | 3.4% | -1.7% | 19.7%[57.1 µM]
O=C(OCC(=O)N1CCN(C(=O)c2ccco2)CC1)c1c(Cl)cccc1Cl in the list: 13.6% | 4.2 | -0.5% | -2.6% | i | 8.6% | 7.0% | -4.5% | 0.5%

Screening data from PubChem.

This is a subset, so the mix of outcomes need not match the whole.
